# TrxR1 substrate = qHTS Assay for Substrates of Mammalian Selenoprotein Thioredoxin Reductase 1 (TrxR1): qHTS | purified TrxR1 substrate turnover, NADPH consumption readout | hit rate 0.01% among 390,000 | Thioredoxin reductase 1, cytoplasmic (Rattus norvegicus), O89049 | Potency, µM (doses to about 114 µM), inactives show top-dose activity change, negative = substrate turnover | AID 588456, 2011; note: potency is the fitted concentration of half-maximal effect; % is set by controls: 0 for no effect and ±100 for the full control effect; nearly all actives have a fitted effect of over 50% in size
# Target sequence (O89049 whole entry, looked up): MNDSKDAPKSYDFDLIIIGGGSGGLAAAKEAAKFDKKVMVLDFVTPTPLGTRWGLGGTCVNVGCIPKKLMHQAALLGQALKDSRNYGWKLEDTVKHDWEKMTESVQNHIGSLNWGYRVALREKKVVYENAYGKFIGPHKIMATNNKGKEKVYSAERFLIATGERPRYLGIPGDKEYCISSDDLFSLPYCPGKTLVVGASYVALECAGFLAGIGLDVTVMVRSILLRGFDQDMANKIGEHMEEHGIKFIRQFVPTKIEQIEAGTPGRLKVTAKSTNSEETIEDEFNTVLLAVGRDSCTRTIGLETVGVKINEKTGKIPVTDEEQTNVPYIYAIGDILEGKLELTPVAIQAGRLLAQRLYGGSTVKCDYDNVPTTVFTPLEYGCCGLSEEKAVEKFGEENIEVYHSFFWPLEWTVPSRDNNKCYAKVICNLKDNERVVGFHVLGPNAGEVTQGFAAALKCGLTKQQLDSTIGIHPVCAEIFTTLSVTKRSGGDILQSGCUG
#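 Rat TrxR1, dispensed at 90 nM, was prereduced with 400 uM NADPH (final) for 5 min at ~22 deg C, then incubated with compound 15 min before 400 uM selenite. A first-read NADPH fluorescence drop versus no-compound background flagged substrates.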
# TRHR agonist = qHTS for Small Molecule Agonists and Allosteric Enhancers of Human TRH Receptor: Primary Screen for Agonists; Thyrotropin-releasing hormone receptor (Homo sapiens), P34981; TRHR cells, calcium flux fluo-8, FDSS agonist mode; activation, % at 2 µM; hit rate 0.18% among 360,000; in the data active = activation above about 30%; note: 0% is about no effect
#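 TRHR-expressing cells, plated overnight in medium with 10% serum, were loaded with fluo-8 calcium dye at room temperature. After a 10 s baseline, library compound was pin-added and calcium release was recorded kinetically (ex 480/em 530) as agonist response.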
# D2 ag = HTS Assay for Allosteric Agonists of the Human D2 Dopamine Receptor: Primary Screen for Agonists; AID 485358, 2010; HEK293 T-REx D2 cells, calcium flux agonist mode; hit rate 0.53% among 340,000; D(2) dopamine receptor (Homo sapiens), P14416; activation, % at 2 µM;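 active = activation over 3 SD above normal in the single-dose calcium agonist read, cut at about 30% in these data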; note: 0% is about no effect
#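 Agonism scored from kinetic calcium signal (1 read/sec, 180 s) following compound pin transfer, after a 10 s baseline. Cells: HEK293 Trex line expressing inducible D2 receptor coupled to calcium, dye-loaded after overnight culture at 30 C.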
# USP1-UAF1 inh = Inhibitors of USP1/UAF1: Primary Screen. Ubiquitin carboxyl-terminal hydrolase 1 (Homo sapiens), O94782. recombinant USP1/UAF1, Ub-Rhodamine cleavage fluorescence. Potency, µM (doses to about 57.1 µM), without a hit: at the highest dose activity change, negative = inhibition, actives largely listed as inhibitors. hit rate 0.23% among 390,000; note: potency is the fitted concentration of half-maximal effect; % is set by controls: 0 for no effect and ±100 for the full control effect; nearly all actives have a fitted effect of over 60% in size; inactives centre near -12
#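 High-throughput fluorogenic screen: 1nM USP1/UAF1 complex, Ub-Rho substrate 150nM final, 50mM HEPES pH 7.8 with 0.5mM EDTA, 0.1 mg/ml BSA, 1mM TCEP and 0.01% Tween-20.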
# TRHR enhancer = qHTS for Small Molecule Agonists and Allosteric Enhancers of Human TRH Receptor: Primary Screen for Enhancers; enhancement, % at 2 µM; TRHR cells, fluo-8 calcium fluorescence, EC20 TRH enhancement; Thyrotropin-releasing hormone receptor (Homo sapiens), P34981; hit rate 0.66% among 360,000; in the data active = enhancement above about 30%; note: 0% is about no effect
#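 Enhancer read-out: after compound pinning and an initial kinetic agonist-mode read, an EC20 of TRH (10 nM final) was injected and fluo-8 calcium signal (Ex 480/Em 530) followed at 1 s/cycle for 100 cycles in TRHR-expressing cells.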
# D2 antagonist = HTS Assay for Allosteric Antagonists of the Human D2 Dopamine Receptor: Primary Screen for Antagonists. HEK293 TREx D2 cells, calcium flux, dopamine EC80. inhibition, % at 10 µM. hit rate 2% among 340,000; in the data active = inhibition above about 30%; note: 0% is about no effect
#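 HEK293 T-REx D2 cells, tet-induced, calcium dye no-wash. Cpd pintool add, 180 s kinetic, then EC80 DA, 180 s kinetic. Ca flux read.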
# rTrxR1 inhibitor = qHTS Assay for Inhibitors of Mammalian Selenoprotein Thioredoxin Reductase 1 (TrxR1): qHTS; Thioredoxin reductase 1, cytoplasmic (Rattus norvegicus), O89049; recombinant rTrxR1, NADPH fluorescence consumption, selenite substrate; Potency, µM (series often up to 114 µM), for inactives: top-dose activity change, negative = inhibition, hits mostly inhibitors; hit rate 1% among 390,000; note: potency is the fitted concentration of half-maximal effect; % is set by controls: 0 for no effect and ±100 for the full control effect; nearly all actives have a fitted effect of over 65% in size
#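 Rat TrxR1 (90 nM in the dispensed reagent) was pre-reduced with 400 uM NADPH for 5 min at room temperature, then incubated with compound for 15 min. After 400 uM selenite was added, NADPH fluorescence (Ex 340/Em 450 nm) was followed for 8 min.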
# mIDH1 inhibitor = qHTS for Inhibitors of mutant isocitrate dehydrogenase 1 (IDH1): qHTS; hit rate 0.093% among 390,000; Isocitrate dehydrogenase [NADP] cytoplasmic (Homo sapiens), O75874; IDH1-R132H enzyme, NADPH consumption, diaphorase/resazurin fluorescence; Potency, µM (doses to about 76.6 µM), without a hit: top-dose activity change, negative = inhibition, usual class: inhibitors; note: potency is the fitted concentration of half-maximal effect; % is set by controls: 0 for no effect and ±100 for the full control effect; nearly all actives have a fitted effect of over 65% in size
# Target sequence (O75874 whole entry R132H, stated change not applied): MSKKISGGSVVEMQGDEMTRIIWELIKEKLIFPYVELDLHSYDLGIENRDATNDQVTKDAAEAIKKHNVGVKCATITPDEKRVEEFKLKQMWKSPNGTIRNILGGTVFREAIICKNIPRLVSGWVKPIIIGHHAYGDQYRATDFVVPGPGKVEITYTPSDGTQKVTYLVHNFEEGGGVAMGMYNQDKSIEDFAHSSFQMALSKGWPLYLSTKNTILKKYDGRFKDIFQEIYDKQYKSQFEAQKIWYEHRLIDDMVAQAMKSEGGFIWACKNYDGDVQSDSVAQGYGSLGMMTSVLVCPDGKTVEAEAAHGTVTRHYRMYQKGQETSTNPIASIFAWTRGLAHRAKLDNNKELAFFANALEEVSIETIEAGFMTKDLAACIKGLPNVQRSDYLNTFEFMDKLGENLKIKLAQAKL
#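 IDH1-R132H (0.5 ug/mL dispensed) in pH 7.5 Tris buffer was preincubated 30 min with compound, then given a substrate mix of 0.016 mM NADPH and 2 mM alpha-KG for 80 min at room temperature; remaining NADPH was read by diaphorase/resazurin fluorescence.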
# Pin1 inhibitor = qHTS Assay to Find Inhibitors of Pin1 | Potency, µM (series often up to 115 µM), without a hit: at the top dose activity, negative = inhibition, usual class: inhibitors | hit rate 0.009% among 390,000 | Peptidyl-prolyl cis-trans isomerase NIMA-interacting 1 (Homo sapiens), Q13526 | Pin1 FP peptide displacement, HiFluor488, 10 min; active = well fitted inhibition curve with a large enough effect in the polarisation, with a control signal flat, not every such curve was filed as active; inconclusive = small, poorly fitted or top-dose-only effect, or effect the other way, or a change in a side signal; inactive = no such curve, though single readings can be large or run the other way; the % refers to the polarisation; note: potency is the fitted concentration of half-maximal effect; % is set by controls: 0 for no effect and ±100 for the full control effect
# Target sequence (Q13526 whole entry, looked up): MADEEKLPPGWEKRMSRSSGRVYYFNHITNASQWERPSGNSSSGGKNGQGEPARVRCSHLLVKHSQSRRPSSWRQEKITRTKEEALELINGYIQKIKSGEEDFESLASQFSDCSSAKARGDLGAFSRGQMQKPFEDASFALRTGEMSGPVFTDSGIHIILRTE
# The depositor's hits bear a star; ? = inconclusive; nt = not tested or not shown; & = joins results of further samples; [ ] = dose if it differs, or a comment. Unless noted, calls come from the whole dose curve; as a rule, active = well fitted inhibition curve with a large enough effect; inconclusive = small, poorly fitted or top-dose-only effect; inactive = no such curve, though single readings can be large or run the other way. These rows are one share of the data; rates above refer to the full screens.
# The opening seven compounds as a preview:
# Screens in order: rTrxR1 inhibitor	Pin1 inhibitor	TRHR agonist	mIDH1 inhibitor	TrxR1 substrate	D2 antagonist	TRHR enhancer	USP1-UAF1 inh	D2 ag
COc1ccccc1C(=O)Nc1nc2cc3c(cc2s1)OCO3
 : 30%	?	0.2	-10%	52%[activator]	-15	2	-10%	0.6
CCOC(=O)C1C2C=CC3(CN(Cc4cccs4)C(=O)C13)O2 (centres undefined)
 : -13%	0%	1.1	1%	-1%	-2	-1	-10%	0.2
COC(=O)c1ccccc1NC(=O)CCCn1nc(C)c2c(C)n(-c3ccccc3)nc2c1=O
 : 12%&16%	7%&-2%	1.3&-0.9	2%&11%	-2%&6%	-46	7&7	-12%&-13%	0.0&-0.6
CCOC(=O)C1(CCOc2ccccc2)CCN(Cc2ccccc2O)CC1
 : 28%	-2%	nt	6%	5%	nt	nt	-17%	nt
Cn1c(CNC(=O)CNC(=O)c2cccc(Cl)c2)cc(=O)n(C)c1=O
 : 9%	-7%	0.0	3%	4%	-7	2	-8%	0.8
COc1cc(C(=O)NC2CCCc3c2cnn3-c2ccccc2F)cc(OC)c1OC (centres undefined)
 : 16%	-2%	-0.1	12%	-2%	-39	-1	-19%	0.4
COc1ccc(Cl)cc1S(=O)(=O)NCc1ccc2c(c1)CCN2C(=O)c1cccc(C)c1
 : 4%[57.1 µM]	6%	-0.3	11%	-3%[57.1 µM]	nt	4	-19%	nt

# The listing, repeating the preview:
# Screens in order: rTrxR1 inhibitor	Pin1 inhibitor	TRHR agonist	mIDH1 inhibitor	TrxR1 substrate	D2 antagonist	TRHR enhancer	USP1-UAF1 inh	D2 ag
COc1ccccc1C(=O)Nc1nc2cc3c(cc2s1)OCO3
 : 30%	?	0.2	-10%	52%[activator]	-15	2	-10%	0.6
CCOC(=O)C1C2C=CC3(CN(Cc4cccs4)C(=O)C13)O2 (centres undefined)
 : -13%	0%	1.1	1%	-1%	-2	-1	-10%	0.2
COC(=O)c1ccccc1NC(=O)CCCn1nc(C)c2c(C)n(-c3ccccc3)nc2c1=O
 : 12%&16%	7%&-2%	1.3&-0.9	2%&11%	-2%&6%	-46	7&7	-12%&-13%	0.0&-0.6
CCOC(=O)C1(CCOc2ccccc2)CCN(Cc2ccccc2O)CC1
 : 28%	-2%	nt	6%	5%	nt	nt	-17%	nt
Cn1c(CNC(=O)CNC(=O)c2cccc(Cl)c2)cc(=O)n(C)c1=O
 : 9%	-7%	0.0	3%	4%	-7	2	-8%	0.8
COc1cc(C(=O)NC2CCCc3c2cnn3-c2ccccc2F)cc(OC)c1OC (centres undefined)
 : 16%	-2%	-0.1	12%	-2%	-39	-1	-19%	0.4
COc1ccc(Cl)cc1S(=O)(=O)NCc1ccc2c(c1)CCN2C(=O)c1cccc(C)c1
 : 4%[57.1 µM]	6%	-0.3	11%	-3%[57.1 µM]	nt	4	-19%	nt
COC(=O)c1cccc(C23CC4(C2)[C@H](CN(Cc2ccc(-c5ccccc5)cc2)[C@@H]4c2ccccc2)C3c2ccc(Cl)nc2)c1 (some centres undefined)
 : 3%[57.1 µM]	26%	0.0	-13%	-11%	-34	6	-19%	0.0
COc1ccc(CC(=O)NNc2ncnc3c2cnn3-c2ccc(C)cc2)cc1OC
 : -8%	-2%	-0.3	3%	-16%	-9	-6	-5%	-0.3
CC(C)CC(=O)NC(=S)Nc1cccc(NC(=O)c2ccccc2)c1
 : ?	-2%	-0.2	6%	-12%	-8	12	-20%	-0.4
COc1cccc(C(=O)NC(C)CCc2ccccc2)c1 (centres undefined)
 : 12%	-1%	-0.8	2%	-1%	-7	33*	-17%	0.3
CN(C(=O)COC(=O)c1cc2ccccc2cc1O)c1c(N)n(Cc2ccccc2)c(=O)[nH]c1=O
 : 11%	11%	0.4	-1%	-3%	12	1	-3%	0.9
CCCCCn1c(=O)[nH]c2cc(C(=O)Nc3ccc(OC)c(OC)c3)ccc2c1=O
 : 30%	20%	0.2	-9%	11%[2.29 µM]	nt	0	-15%	-0.7
COc1ccc(S(=O)(=O)N2CCCN(C)CC2)cc1
 : -18%	-8%	0.8	-2%	0%	-7	1	-11%	0.5
CCNC(=S)NC(=NCc1cccnc1)Nc1nc(C)cc(C)n1
 : -14%	-16%	-0.5	-2%	-4%	-6	15	-22%	0.5
COc1ccc(-n2ccc(=O)c(C(=O)O)n2)cc1
 : -1%	-7%	1.0	0%	-4%	15	-12	-17%	0.3
O=C(COC(=O)CNC(=O)c1ccccc1F)Nc1nnc(-c2ccccc2)o1
 : -2%[57.1 µM]	4%	-0.1	-1%	-4%[57.1 µM]	1	2	-21%	0.2
CC1=C(C#N)C(=O)NC(=O)/C1=C\c1ccc(-c2ccc(C)cc2[N+](=O)[O-])o1
 : 16µM*	?	-1.5	11%	2%[57.1 µM]	16	7	?	-0.3
COc1ccc(NC(=O)/C=C/c2ccc(OC(F)F)cc2)cn1
 : -6%	-7%	-0.2	13%	-13%	28	-11	-13%	0.1
CC(=O)CCc1ccc(OCC(=O)Nc2cccc(S(=O)(=O)N(C)c3ccccc3)c2)cc1
 : 21%	15%	1.0	7%	1%	1	-7	-22%	0.3

# Carrying on:
# Screens in order: rTrxR1 inhibitor	Pin1 inhibitor	TRHR agonist	mIDH1 inhibitor	TrxR1 substrate	D2 antagonist	TRHR enhancer	USP1-UAF1 inh	D2 ag
CCC(=O)Nc1nnc(S(=O)(=O)N(CC)c2ccc(Cl)cc2)s1
 : 24%	8%	-0.1	7%	8%	1	-8	-21%	0.4
CCc1nc2cc(Cl)c(Cl)cc2nc1CC
 : -2%	-1%	0.0	-8%	-7%	-6	-4	4%	-1.4
CCOC(=O)N1CCC(NC(=O)c2ccc3c(c2)N=C(CC)c2cc(C)ccc2S3)CC1
 : 17%	17%	0.2	7%	-4%	11	2	-7%	-0.7
COc1ccccc1CCNC(=O)C(=O)c1cn(CC(=O)N2CCOCC2)c2ccccc12
 : -12%	-3%	-0.7	-11%	-14%	1	4	-24%	0.1
N#Cc1ccc(CSc2nnc(-c3cccc(S(=O)(=O)N4CCCCC4)c3)o2)cc1
 : 10%[57.1 µM]	6%	-0.1	-2%	-10%	-21	9	-23%	-0.9
CCOC(=O)C1=C(c2ccccc2)Nc2nc(C)nn2C1c1cccc(OC)c1OC (centres undefined)
 : 3%	14%	0.3	9%	2%	10	1	-11%	-1.3
CC(C)N(Cc1ccccc1)C(=O)COC(=O)c1cc[n+]([O-])cc1
 : 10%	0%	nt	-8%	-3%	nt	nt	-20%	nt
COc1ccc(/C=C\C(=O)NCC(=O)N/N=C/c2cccc(OC)c2O)cc1
 : 13%	16%	0.2	-8%	0%	-3	-1	-23%	0.5
COc1ccc(NC(=O)CCC(=O)c2ccc(Cl)cc2)cn1
 : -3%	?	-0.5	-13%	0%	14	8	0%	-0.7
CSc1ccccc1NC(=O)Nc1cccc2ccccc12
 : 26%	-4%	0.1	-2%	8%	12	-9	-23%	-0.1
O=C(Nc1ccccc1)C(c1ccccc1)c1ccccc1
 : -5%	3%	1.7	5%	-5%	-9	-5	3%	-1.2
O=C(c1cccc(N2C(=O)c3ccccc3C2=O)c1)N1CCCC(C(F)(F)F)C1 (centres undefined)
 : -5%	3%	0.2	8%	-5%	-2	-8	-16%	-0.1
CCOC(=O)c1c(C)sc(-c2c(-c3ccc(OC)c(F)c3)[nH]c3[nH]c(=O)[nH]c(=O)c23)c1O
 : 1%	47%[activator]	1.8	nt	-3%	nt	-8	-8%	-1.9
Cn1c(CS(=O)Cc2c(Cl)cccc2Cl)nnc1SCc1ccc(Cl)cc1 (centres undefined)
 : -2%	1%	-0.8	3%	-6%	31*	3	6%	-1.3
COc1cc(NC(=O)c2c(-c3ccc(C)cc3)nnc3ccccc23)cc(OC)c1OC
 : 4%[57.1 µM]	-2%	-0.2	0%	-4%[57.1 µM]	nt	-3	0%	-0.5
COc1ccccc1C(=O)NCC(=O)OCCCOC(=O)CNC(=O)c1ccccc1OC
 : -12%	4%	-0.3	5%	-4%	12	-5	-7%	-1.1
COc1ccc(NC(=O)CSc2nnc(C3CCCCC3)n2N)cc1OC
 : 14%	-6%	0.9	-4%	-2%	-10	6	-24%	0.0
COc1ccc(/C=C2/SC(=O)NC2=O)cc1
 : -1%	8%	-0.5	15%	-11%	-6	-2	-22%	2.2
CN1CCN(CCCNC(=O)Nc2ccc([N+](=O)[O-])cc2)CC1
 : -2%[57.1 µM]	2%	0.1	8%	7%[57.1 µM]	-9	-6	-7%	-1.5

# High-throughput results: PubChem, National Center for Advancing Translational Sciences (NCATS)
